# Bioassay records from PubChem.
# V-ATPase pHluor = yeast V-ATPase proton transport regulation by pHLuorin | S. cerevisiae, pHLuorin cytosolic pH fluorescence | response, % at 10 µM | 0.37% of 350,000 active; in the data active means response mostly above about 7.3%, no sharp cut-off; inactive means mostly below about 5.4%; further: actives read high; inactives centre near 0; some compounds called inactive have numbers as strong as hits; reference of the scale not given here
# dFosB act = activators of mouse delta FosB homodimer; purified delta FosB, TAMRA-CDK5 oligo fluorescence polarization; percent of positive-control signal above neutral wells; P13346; activation, % at 25 µM; 0.99% of 340,000 active;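 active means mean activation above about 17%, with every replicate also reaching it, limit read from the data, passing the limit was not always enough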;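 further: fluorescence polarization rise as delta FosB binds a TAMRA Cdk5 AP-1 oligo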
# Target sequence (P13346 whole entry, looked up): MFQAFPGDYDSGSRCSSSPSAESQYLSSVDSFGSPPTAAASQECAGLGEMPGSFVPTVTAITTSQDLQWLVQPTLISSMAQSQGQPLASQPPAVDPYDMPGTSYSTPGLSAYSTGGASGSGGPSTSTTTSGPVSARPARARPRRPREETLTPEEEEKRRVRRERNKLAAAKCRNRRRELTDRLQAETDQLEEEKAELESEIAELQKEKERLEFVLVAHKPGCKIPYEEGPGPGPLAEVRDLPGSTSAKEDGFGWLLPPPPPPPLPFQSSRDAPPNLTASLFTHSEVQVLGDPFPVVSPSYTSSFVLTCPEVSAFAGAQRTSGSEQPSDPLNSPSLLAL
# MITF act = increases MITF-driven TRPM1 promoter luciferase signal | SK-MEL-5 TRPM1-promoter luciferase, 24 h; % of positive control, neutral wells = 0 | activation, % at 12.5 µM | 0.75% of 300,000 active;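 active means mean activation of at least 80% with every replicate also reaching 80%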;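 further: 0% = neutral control wells and 100% = parthenolide positive control wells; values of inactives mirror those of a sister screen read the other way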
# Wnt act = activators of Wnt/beta-catenin signaling; 1.2% of 300,000 active; activation, % at 9.35 µM; AID 743398; Wnt/beta-catenin reporter cell assay, activator, plate reader; in the data active means activation above about 30%, passing the limit was not always enough;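 further: 0% = neutral control wells and 100% = positive control wells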
# SR-BI DiI inh = blocks mouse SR-BI lipid uptake from DiI-HDL | inhibition, % at 12.5 µM | 0.96% of 320,000 active | ldlA[mSR-BI] CHO cells, DiI-HDL uptake fluorescence, 3 h;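 active means mean replicate inhibition of at least 70% and a set share of replicates each scoring 70 or more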;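 further: 0% = median of neutral control wells and 100% = median of positive control wells; values of inactives mirror those of a sister screen read the other way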
# NSD2 inh = inhibitors of human histone methyltransferase NSD2; O96028; NSD2 peptide methylation, AlphaScreen, 120 min; inhibition, % at 12.5 µM; 0.54% of 310,000 active; in the data active means inhibition above about 50%
# HTR5A ag ctr = counter-screen for OPRM1-OPRD1 agonists: human HTR5A agonism | P47898 | HTR5A agonist assay, luminescence, cell-based | activation, % at 9.3 µM | 0.61% of 340,000 active; in the data active means activation mostly above about 9.5%, no sharp cut-off; inactive means mostly below about 7.6%;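 further: 0% = cells with vehicle only and 100% = reference agonist; strong numbers were not always called active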
# Target sequence (P47898 whole entry, looked up): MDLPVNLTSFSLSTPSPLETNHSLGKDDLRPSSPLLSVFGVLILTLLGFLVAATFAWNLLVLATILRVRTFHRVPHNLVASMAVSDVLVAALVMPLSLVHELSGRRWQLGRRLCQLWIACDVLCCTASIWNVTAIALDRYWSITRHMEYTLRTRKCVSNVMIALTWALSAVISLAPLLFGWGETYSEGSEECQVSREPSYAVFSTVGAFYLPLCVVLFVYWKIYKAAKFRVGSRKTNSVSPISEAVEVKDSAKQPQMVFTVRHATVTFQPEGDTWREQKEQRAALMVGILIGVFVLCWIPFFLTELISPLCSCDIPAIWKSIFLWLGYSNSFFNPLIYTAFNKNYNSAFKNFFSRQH
# PvdQ inh = P. aeruginosa PvdQ acylase inhibition; 0.063% of 340,000 active; purified PvdQ acylase, fluorescence plate reader; inhibition, % at 10 µM; AID 488965; in the data active means inhibition above about 30%, passing the limit was not always enough;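 further: 0% = vehicle neutral wells and 100% = reference inhibitor wells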
# HTR5A inv ag = counter-screen for OPRM1-OPRD1 inverse agonists: human HTR5A inverse agonism. P47898. HTR5A cell line, luminescence. inhibition, % at 9.3 µM. 0.083% of 340,000 active. AID 504634; in the data active means inhibition mostly above about 23%, no sharp cut-off; inactive means mostly below about 18%;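 further: 0% = cells with DMSO and 100% = no-cell wells with DMSO; some compounds called inactive have numbers as strong as hits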
# CDK5 p35 inh = inhibitors of human CDK5/p35 kinase; Recombinant CDK5/p35, ADP-Glo luminescence, 60 min; Q00535+Q15078; AID 488839; 0.01% of 330,000 active; inhibition, % at 10 µM;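 active means highest replicate inhibition of at least 50% and at least 75% of replicates reaching 50%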;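 further: plate controls were DMSO neutral control for no effect and GW8510 at 10 µM for full effect; many of its hits are not listed in these tables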
# * marks the source's active call; other numbers are inactive results; . = no result given.
# Order of results – NSD2 inh, HTR5A ag ctr, PvdQ inh, CDK5 p35 inh, dFosB act, MITF act, SR-BI DiI inh, Wnt act, V-ATPase pHluor, HTR5A inv ag
CC(=O)N1CCC(=NNS(=O)(=O)c2ccc(C)c([N+](=O)[O-])c2)CC1
    -0.6, 11.8, 0.3, -3.6, -2.7, ., -14.2, ., -0.6, -32.3
CCc1c(C)nc2ncnn2c1Nc1ccc(C)c(C)c1
    11.0, -0.2, -15.8, 1.2, -6.9, -1.7, 3.5, ., 0.1, 0.6
CCOc1ccccc1Nc1nc(N)nc(Cl)c1CC
    -1.5, 2.6, -12.4, -0.2, 0.4, 3.8, 32.6, -0.2, 4.7, -10.5
Cc1nn(CC(=O)Nc2ccc(C(=O)N(C)C)cc2)c(=O)c2ccccc12
    -4.1, 2.5, -3.8, 0.7, -6.4, 2.3, 2.3, -8.6, 3.3, 1.3
CNS(=O)(=O)c1ccc(NC(=O)c2cncc(Br)c2)cc1
    -2.1, 2.2, 5.4, 1.4, 2.1, 10.4, -12.3, 0.0, -0.5, -45.8
COc1ccc(CN2CC(C(=O)NCCc3ccc(C)cc3)CC2=O)cc1 (stereo not given)
    1.7, -3.3, -8.5, 0.8, -5.1, -4.8, -19.7, ., 4.8, -2.3
Cc1cc(C)c(NC(=O)/C(=C/c2ccccc2)c2ccccc2)c(C)c1
    -0.4, -3.4, -4.8, 0.9, -3.3, -6.9, -15.2, -4.6, 0.2, 12.4
O=C(NC(=S)NCc1ccco1)c1ccc(Br)cc1
    0.5, 3.4, -0.2, -0.4, -5.4, 47.1, -1.8, 2.5, -1.7, -12.3
O=C(OCc1ccc(C(=O)c2ccccc2)cc1)c1cccc(-c2nnc(-c3ccccc3)o2)c1
    -3.7, 3.8, -3.2, -0.6, -15.9, -9.2, -7.8, -0.1, -5.0, 17.2
O=C(Nc1cccnc1)c1ccc2c(c1)C(=O)N(CC1CCCO1)C2=O (stereo not given)
    -4.0, -0.5, -6.4, 0.7, 0.4, -4.6, 6.4, -3.5, -1.0, -16.1
COc1ccc([C@H]2CC(=O)C=C(c3cccc(C(C)C)c3)C2)cc1OC
    ., 0.0, -10.6, -2.6, -10.0, -14.0, 32.6, -4.8, -0.1, -5.1
CC(Sc1nnc2c(n1)[nH]c1ccccc12)C(=O)NC1CCCCC1 (stereo not given)
    1.1, -3.0, 7.1, 8.8, 22.0*, -25.0, 14.2, -3.4, 3.2, 2.3
COc1ccccc1-c1cc(N)n(S(=O)(=O)c2ccc(F)c(C)c2)n1
    ., 5.7, -8.4, -2.9, -8.7, -6.7, -7.5, 1.0, -4.9, -14.7
Cc1ccc(-n2nc3c(c2NC(=O)c2ccc(Br)o2)CSC3)c(C)c1
    ., 3.2, -6.2, -0.7, -9.8, 0.1, 41.6, 5.9, -4.1, -24.3
CCCNC(=O)c1ccccc1SCc1c(C)noc1C
    -0.9, 1.6, 1.6, 0.1, -5.9, -4.8, 6.2, -0.8, 3.5, -3.8
CCOC(=O)c1nc(C)c(C(C)=O)s1
    ., -0.2, 2.0, 0.3, -6.9, ., -0.3, -0.3, 5.0, 0.6
COc1cc(SC)ccc1C(=O)N(Cc1ccccc1)c1ccccc1
    0.1, 1.2, 8.0, 1.9, -10.0, -8.6, 19.6, -1.1, 2.2, 11.3
Cc1cc(-c2csc(NC(=O)c3ccc(=O)[nH]c3)n2)c(C)n1Cc1ccco1
    10.4, -7.8, -4.6, 1.8, -26.8, -9.6, ., -7.6, -0.1, 4.0
CC(OC(=O)CC1CCCCC1)C(=O)Nc1cccc(C#N)c1 (stereo not given)
    2.9, 1.6, 6.6, 1.5, -6.4, -0.1, -26.0, -2.4, -0.7, 5.8
OC(CN1CCOCC1)(c1ccccc1)c1ccccn1 (stereo not given)
    -1.5, 1.8, -9.1, -6.0, 0.9, 1.2, 1.1, -0.9, 8.7, -7.1
O=S(=O)(NC1CCCCCCC1)c1cccs1
    -1.7, -0.6, -0.5, -1.9, -1.2, ., 14.1, ., 0.6, -14.2
O=S(=O)(Nc1ccccc1N1CCOCC1)c1cccs1
    -2.5, -3.4, -13.7, -0.9, 4.5, 5.5, -9.7, 10.4, 1.0, 8.7
COC(=O)[C@]1(Cc2ccccc2)N[C@H](c2ccc(-c3ccc(F)cc3)cc2)[C@@H]2C(=O)N(C)C(=O)[C@@H]21
    ., 3.8, 1.5, 1.7, 2.0, -1.4, 17.5, 17.7, -6.1, 3.3
O=C(NCc1ccco1)C1OCCc2ccccc21 (stereo not given)
    -0.2, 2.3, -3.9, -0.4, -1.1, ., 10.2, -0.1, -0.6, 8.2
CN(C(=O)c1ccc(NC(=O)C2CCN(C(=O)OC(C)(C)C)CC2)cc1)C1CC1
    ., 5.0, -3.1, 0.4, -4.8, 1.6, 43.1, -1.8, -2.8, 11.0
CC(C)(C)c1ccc(S(=O)(=O)N2CCN(CC(O)CN3CCOCC3)CC2)cc1 (stereo not given)
    -1.5, 3.9, 1.9, 2.5, 0.1, 11.7, -31.4, -1.7, -0.3, -15.3
CCn1cc(S(=O)(=O)Nc2ncccn2)cn1
    -6.7, 1.1, 5.7, -0.4, 2.7, -3.5, -5.6, 0.1, -0.6, -4.6
O=C(Nc1ccc(N2CCCC2)c(Cl)c1)c1ccc([N+](=O)[O-])o1
    3.2, 8.8, 16.9, 0.4, -3.4, -70.8, 48.1, -1.5, 3.6, 32.4
Cc1cccc(C)c1NCC(=O)N1CCN(Cc2ccccc2)CC1
    -1.7, 0.7, -8.7, 0.2, 2.5, 6.0, 11.4, 0.2, -3.3, -2.3
O=C(COC(=O)c1ccc(O)cc1)Nc1ccc(N2CCCCC2)cc1
    11.7, 4.4, -8.2, 0.5, -5.2, -23.0, -7.1, ., -3.8, -19.8
Cc1cc(O)c(C(=O)/C=C/c2ccc(C(C)C)cc2)c(=O)o1
    -2.4, -1.9, -6.2, 0.1, -7.6, 8.9, 11.4, 39.3*, -3.9, 6.7
Cc1cnc(C(=O)OCC(=O)c2ccc(Cl)cc2)cn1
    -3.8, -3.3, -10.8, -0.1, -3.2, 3.0, -3.6, -1.5, 0.8, 1.4
CCCCCN(C(=O)CCC(=O)OCC(=O)c1ccc(F)c(F)c1)c1c(N)n(CCCC)c(=O)[nH]c1=O
    -0.9, 4.2, -6.4, -0.8, -5.3, -2.6, 23.4, 0.0, -1.0, -10.2
COc1ccc(S(=O)(=O)N2CCCCC2)cc1NS(=O)(=O)c1ccccc1F
    1.8, 3.3, 12.7, 2.0, -6.2, -6.2, -28.1, -1.4, 2.3, -1.4
COc1ccc(Cl)cc1S(=O)(=O)N1CCC(C(=O)NCc2ccco2)CC1
    1.9, -4.3, 2.1, 0.6, -6.1, -7.5, 12.4, -2.1, -1.4, -4.4
CCc1ccc2ncc(S(=O)(=O)c3ccc(C)c(C)c3)c(N3CCCC3)c2c1
    -1.1, 2.1, -9.6, -2.1, -14.0, -0.5, 10.9, -3.2, -3.6, -1.0
COc1cc(C(=O)Nc2ccc(S(=O)(=O)Nc3nccc(C)n3)cc2)c([N+](=O)[O-])cc1OC
    0.5, -0.1, -3.2, 1.0, -14.7, 9.9, 3.8, -1.2, 2.4, 0.2
CCOC(=O)N1CCc2c(sc3c2C(=O)NC(c2ccccc2)N3)C1 (stereo not given)
    ., 3.2, -17.3, 0.2, -9.0, 2.6, 8.7, -4.1, -2.0, -11.7
COc1ccc(OC)c(S(=O)(=O)Nc2ccccc2O)c1
    3.1, -4.0, -1.9, -0.3, 6.0, -4.8, 7.3, 0.8, 0.4, -17.7
COc1ccc(CCc2ccnc3ccccc23)cc1
    ., -0.4, -7.8, 0.9, -16.4, -9.9, 13.4, 7.7, 2.3, 1.6
CC(C)/C=N/NC(=O)c1cc(Br)ccc1O
    -4.6, 4.9, 6.1, 0.8, -0.8, 1.5, -31.4, ., -4.1, -14.9
O=C(CN(C1CCCCC1)S(=O)(=O)c1ccc(F)cc1)NCc1ccncc1
    -0.7, 0.6, 5.9, 1.9, -5.4, -5.4, -19.0, ., 2.7, -23.2
O=C(Nc1cc2c3c(c1)CC(=O)N3CCC2)c1ccc(F)cc1
    -0.8, 0.8, -1.3, -0.3, -7.6, 15.5, 55.5, 0.8, 1.6, -2.1
Cc1ccc(NC2=C(Cl)C(=O)N(C3CCCCC3)C2=O)cc1
    2.3, 5.4, -6.1, 1.2, 6.0, 10.4, -11.8, ., -3.0, -14.4
CCc1cccc(CC)c1-n1c(SCc2cc(=O)n3ccsc3n2)nnc1-c1cccnc1
    0.6, 8.0, 13.3, -0.7, -9.9, 10.7, -15.7, ., 4.5, -2.2
OCCCCNCc1ccc(OCc2ccc(Cl)cc2)cc1
    0.5, 0.1, 11.6, 2.1, -1.2, 46.4, 15.2, -0.1, -1.2, 3.8
Cc1nnc(-c2ccccc2)nc1N1CCOCC1
    -2.0, -4.9, -9.2, -0.5, -0.2, -7.5, -4.1, -0.3, 0.3, 12.5
N#Cc1ncc(C(F)(F)F)cc1Sc1ccc(N)cc1
    1.4, -2.2, -11.2, 1.5, 7.6, -7.1, 5.4, ., 1.1, 5.7
COc1ccc(NS(=O)(=O)c2cccc(C(=O)N(C)CC(=O)Nc3ccc(C)cc3)c2)cc1
    1.7, 6.2, 0.6, 0.3, -1.6, -12.2, -2.9, -0.6, 8.2, -21.1
O=C(c1cc2c(s1)CCC2)N1CCN(c2ccccc2)CC1
    7.5, -6.3, -0.7, 0.8, 1.9, 4.8, 32.4, ., 1.0, -4.4
CCN(CC(=O)NC(=O)NC1CCCCC1)Cc1nc2ccccc2c(=O)[nH]1
    -4.7, -0.6, -3.1, 0.1, -2.7, -5.0, -9.5, ., 1.7, 2.7
CCCc1ccc(S(=O)(=O)NCCc2ccncc2)cc1
    ., -1.8, -2.7, -0.4, -2.2, -36.0, -8.3, -4.5, 3.7, -3.8
CC(C)(Oc1ccc(Cl)cc1)C(=O)N(Cc1ccccc1)c1ccccn1
    -3.8, 2.5, -1.7, 2.4, 2.6, -1.0, 3.3, -2.7, -2.7, -16.4
CC(=O)Nc1cccc(NC(=O)CSc2ncc(-c3ccc(Cl)cc3)n2Cc2ccco2)c1
    1.8, -3.1, -7.3, -1.4, -2.1, -10.5, 9.7, -3.9, -0.9, -19.8
CCOc1ccccc1N1CSC2=C(C#N)C(c3c(OC)ccc4ccccc34)CC(=O)N2C1 (stereo not given)
    ., -0.7, -2.7, 1.7, -12.6, ., 5.1, -5.2, 1.1, -16.9
O=C(CSc1nnc(-c2ccco2)o1)NC(=O)C1COc2ccccc2O1 (stereo not given)
    -1.8, 1.4, -0.4, -0.8, 2.7, -0.4, -8.4, -0.1, -1.1, -4.0
CC(C)C[C@H](NC(=O)c1nc[nH]c1C(=O)N1CCc2ccccc2C1)C(=O)OC(C)(C)C
    ., 8.2, -18.6, -7.8, -5.9, -4.5, 17.5, -0.1, 1.9, 3.4
Cc1ccc(C(=O)NCC(=O)OC2CCCCC2=O)cc1C (stereo not given)
    0.8, 2.1, -4.7, -2.2, 2.1, 7.6, -6.6, 17.4, 5.8, -8.4

# Looked up above.
# `COc1ccc(OC)c(S(=O)(=O)Nc2ccccc2O)c1` | HTR5A ag ctr: -4.0
# `CCc1ccc2ncc(S(=O)(=O)c3ccc(C)c(C)c3)c(N3CCCC3)c2c1` | CDK5 p35 inh: -2.1
# `Cc1cnc(C(=O)OCC(=O)c2ccc(Cl)cc2)cn1` | Wnt act: -1.5
